# HTT aggregate: qHTS Multiplex Assay to Identify Dual Action Probes in a Cell Model of Huntington: Aggregate Formation (GFP); PC12 HttQ103-GFP aggregates, Acumen cytometry, 40 h; Potency, µM (series often up to 46.1 µM), inactives show top-dose activity change, negative = inhibition, actives largely listed as inhibitors; 220,000 compounds, 1.1% hits; AID 1688, 2009; further: potency means the concentration at half of the fitted maximal effect; on the % scale 0 is the no-effect control and ±100 the full control effect; nearly all actives have a fitted effect of over 60% in size
#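 Read-out: GFP aggregate count by laser scanning cytometer (488 nm excitation, 500-530 nm emission, 1–25 µm objects >6 SD above background). Cells: PC12, inducible HTTex1-Q103-GFP, 100 nM tebufenozide; compounds titrated.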
# CBFb RUNX1 block: qHTS Assay for Compounds Blocking the Interaction Between CBF-beta and RUNX1 for the Treatment of Acute Myeloid Leukemia | 230,000 tested, under 10 active | Runt-related transcription factor 1 (Homo sapiens) + Core-binding factor subunit beta … | Potency, µM (doses to about 59.8 µM), for the others: at the highest dose activity, negative = inhibition, most hits filed as inhibitors | AID 1477, 2009 | AlphaScreen CBFb-His/RUNX1-biotin binding, biochemical; further: % of control where 0% means no effect
# Target sequence (Q01196 whole entry, looked up): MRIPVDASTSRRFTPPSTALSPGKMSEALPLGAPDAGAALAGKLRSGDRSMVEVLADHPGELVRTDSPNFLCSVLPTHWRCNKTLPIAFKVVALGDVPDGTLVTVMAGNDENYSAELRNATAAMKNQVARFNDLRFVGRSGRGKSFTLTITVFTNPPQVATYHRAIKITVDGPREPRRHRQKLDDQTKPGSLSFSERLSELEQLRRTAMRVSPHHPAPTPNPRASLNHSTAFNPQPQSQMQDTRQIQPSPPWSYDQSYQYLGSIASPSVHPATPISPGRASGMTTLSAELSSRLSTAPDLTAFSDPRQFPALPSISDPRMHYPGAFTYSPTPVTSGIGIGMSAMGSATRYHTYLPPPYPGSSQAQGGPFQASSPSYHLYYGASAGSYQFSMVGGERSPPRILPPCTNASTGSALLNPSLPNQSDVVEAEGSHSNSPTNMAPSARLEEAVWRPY
# Target sequence (Q13951 whole entry, looked up): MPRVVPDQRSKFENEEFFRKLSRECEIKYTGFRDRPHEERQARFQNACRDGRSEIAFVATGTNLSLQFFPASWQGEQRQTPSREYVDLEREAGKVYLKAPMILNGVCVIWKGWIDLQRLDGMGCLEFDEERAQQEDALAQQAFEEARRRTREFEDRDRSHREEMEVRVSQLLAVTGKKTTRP
#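 CBF-beta (His) and RUNX1 (biotin), 30 nM each; 20 min preassociation; + compound, 15 min; + beads 50 ng each (Ni, streptavidin), 90 min; RT; AlphaScreen read.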
# GAA glycogen mod: qHTS Assay for Inhibitors and Activators of Human alpha-Glucosidase Cleavage of Glycogen; 300,000 compounds, 0.38% hits; recombinant GAA, glycogen substrate, Amplex Red glucose oxidase fluorescence; Lysosomal alpha-glucosidase (Homo sapiens), P10253; Potency, µM (top dose mostly 76.4 µM), for the others: top-dose activity change, negative = inhibition, hits mostly inhibitors;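 further: potency means the concentration at half of the fitted maximal effect; 0% = full enzyme reaction and -100% = no-enzyme basal signal; the screen sought inhibitors and activators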
#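 Natural-substrate format: glycogen cleavage by 4 nM human enzyme, glucose read by Amplex Red coupling (Ex 573, Em 610 nm). Normalized to enzyme and no-enzyme controls.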
# Lamin A splicing: qHTS Assay for Modulators of Lamin A Splicing. HeLa LMNA splicing GFP/RFP minigene ratio, 48 h. 200,000 compounds, 0.01% hits. Potency, µM (doses to about 46.1 µM), for inactives: at the top dose ratio change, negative = inhibition, actives largely listed as inhibitors; active means well fitted inhibition curve with a large enough effect in the signal ratio, with a control signal flat, not every such curve was filed as active; inconclusive means small, poorly fitted or top-dose-only effect, or effect the other way, or a change in a side signal; the % refers to the signal ratio; further: potency means the concentration at half of the fitted maximal effect; on the % scale 0 is the no-effect control and ±100 the full control effect
#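 S3 HeLa stable clones carrying a lamin A-EGFP splicing minigene plus DsRed2 were seeded at 600 cells/well in Opti-MEM with 2% FBS, pin-dosed and incubated 48 h at 37°C. Acumen cytometry (488 nm) gave the GFP/RFP total-intensity ratio.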
# GAA inh: qHTS Assay for Inhibitors of Human alpha-Glucosidase as a Potential Chaperone Treatment of Pompe Disease | Potency, µM (top dose mostly 76.9 µM), for inactives: at the top dose activity change, negative = inhibition, usual class: inhibitors | 200,000 compounds, 0.005% hits | Lysosomal alpha-glucosidase (Homo sapiens), P10253 | purified human GAA, 4-MU-alpha-glucoside fluorescence | AID 1466, 2008;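 further: potency means the concentration at half of the fitted maximal effect; plate controls were uninhibited enzyme wells for no effect and no-enzyme background for full effect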
#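 Enzyme (4 nM final) mixed with compound (up to 77 uM), then 4-MU-alpha-D-pyranoside (400 uM final) added; 20 min at room temperature, pH 5.0. Reaction stopped at pH 10, fluorescence read, AC50 derived by Hill fit.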
# HTT ATP protect: qHTS Multiplex Assay to Identify Dual Action Probes in a Cell Model of Huntington: Cytoprotection (ATP); PC12 HTT-Q103 induced, cytoprotection, ATP luminescence, 40 h; Potency, µM (highest dose often 56.4 µM), inactives show cytoprotection (ATP increase), most hits filed as activators; 230,000 compounds, 0.14% hits;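 further: potency means the concentration at half of the fitted maximal effect; % of control where 0% means no effect; nearly all actives have a fitted effect of over 45% in size; toxic huntingtin expression switched on by the ecdysone agonist tebufenozide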
#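 Huntington model: PC12 line, ecdysone-inducible HTTQ103 exon1–GFP, tebufenozide 100 nM. Test articles in a dose series. Endpoint luminescence from cellular ATP.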
# aGlu spleen mod: qHTS Assay for Inhibitors and Activators of Human alpha-Glucosidase From Spleen Homogenate; human spleen homogenate, 4-MU-alpha-glucoside fluorescence; Potency, µM (titrated, usually from 79.9 µM), without a hit: at the top dose activity change, negative = inhibition, most hits filed as inhibitors; 240,000 compounds, 0.006% hits;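 further: potency means the concentration at half of the fitted maximal effect; 0% = enzyme with vehicle and -100% = no enzyme basal signal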
#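 Enzyme source: human spleen homogenate, 1 ug/well. Buffer 50 mM citric acid/K phosphate pH 5.0, 0.01% Tween-20. 4-MU-alpha-glucoside 1 mM; 37 C x 40 min; NaOH/glycine stop; fluorescence.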
# * = called active by the depositor; ? = inconclusive; nt = not tested or not shown; & = joins results of further samples; [ ] = dose if it differs, or a comment. Unless noted, the call rests on the fitted dose curve; in most records, active means well fitted curve in the direction sought with a large enough effect; inconclusive means small, poorly fitted or top-dose-only effect, or another doubt; inactive means no such curve, though single readings can be large; an effect the other way counts as inactive or inconclusive. Random draw from the library (roughly 1.5% active in at least one column).
SMILES,aGlu spleen mod,HTT ATP protect,GAA glycogen mod,GAA inh,HTT aggregate,Lamin A splicing,CBFb RUNX1 block
O=C(N/N=C1/C[C@@H](O)[C@@H](O)[C@@H]2[C@@H]3C(=O)N(C[C@@H]4CCCO4)C(=O)[C@H]3CC[C@H]12)OCc1ccccc1,0%[17.4 µM],-35%[inhibitor][10 µM],nt,nt,nt,nt,0%[13.1 µM]
O=C(N/C(=C/c1ccccc1)C(=O)N1CCCCCC1)c1ccccc1,6%,-6%,0%,6%,0%,nt,11%
Cc1ccc(NCc2nnc(SCC(=O)NNC(=O)Cc3ccccc3)n2C)cc1,4%,12%[10 µM],-20%,nt,21%[9.22 µM],nt,5%
Cc1ccccc1OCC(O)CN (stereo not drawn),1%,-5%[10 µM],0%,-13%,10%,7%,0%
CCc1ccc(OCC(=O)NC2CC(C)(C)NC(C)(C)C2)cc1,-14%,43%[10 µM],-11%,4%,16%[9.22 µM],1%[46 µM],2%
CCCNC(=O)OCCC12CC3CC(CC(C3)C1)C2,-10%,nt,-10%,-6%,8%,?,-1%
CCSc1ccc2nnc(-c3cccs3)n2n1,nt,-38%[inhibitor],3%,4%,-8%,?,?
O=C(O)c1cccc(-c2nnn(Cc3ccccc3)n2)c1,-5%,-12%[1.9 µM],-14%,-8%,5%,9%,10%
COc1ccccc1CNc1ncncc1-c1ccccc1CN(C)C,4%,?,nt,nt,nt,-2%,nt
O=C(COC(=O)CC(c1ccccc1)c1ccccc1)Nc1c(F)cccc1F,3%,-16%[10 µM],-3%,4%,5%,-6%,0%
Cc1[nH]nc2cn[nH]c12,-5%,22%,-4%,-12%,?,8%,-3%
Cc1nc2ccc(-c3nc4cc(N)ccc4o3)cc2[nH]1,7%,-35%[10 µM],1%,-5%,-28%,-20%,11%
COc1cc(/C=N/NC(=O)c2sc(N)c(C#N)c2C)ccc1O,0%,23%,-13%,-2%,14%,4%,2%
CCOC(=O)c1ccc(NC(=O)Cc2coc3cc4c(cc23)CCC4)cc1,-8%,20%[10 µM],2%,-4%,15%,?,23%
COc1ccc(-c2noc(CN3CCOCC3)n2)cc1OC,-7%,-8%,-1%,-1%,8%,4%,13%
O=C(Nc1nc(-c2ccccn2)cs1)C12CC3CC(CC(O)(C3)C1)C2,-20%,-143%[inhibitor],9%,3%,-4%,12%[46 µM],?
CS(=O)(=O)N(Cc1ccc(Cl)cc1)c1ccc(C(=O)NCc2ccccn2)cc1,-1%,8%[10 µM],2%,nt,-9%[9.22 µM],nt,6%
COc1cccc(-c2csc(N3CCN(C(=S)Nc4ccccc4)CC3)n2)c1,-4%,3%,1%,-3%,-9%,19%[0.0737 µM],-1%
CCC(=O)N1c2ccc(S(=O)(=O)CCC(=O)NC3CCCC3)cc2CC1C (stereo not drawn),-8%,0%,4%,2%,-3%,9%[0.0737 µM],1%
O=C(NNC1=C(C(=O)C(F)(F)F)CCC1)c1cccc(Cl)c1,-8%,-71%[inhibitor],-14%,?,?,?,1%
CC(=O)NC1=NN(C(C)=O)C(C)(c2ccc(C)o2)S1 (stereo not drawn),-1%,-9%[10 µM],-11%,5%,13%[9.22 µM],nt,5%
OCCNCCCCSc1ccc(Cl)cc1,2%,-10%[10 µM],2%,11%,-16%[9.22 µM],11%[46 µM],-2%
Cc1cc(-c2nc(C)c(C(=O)NNS(=O)(=O)c3cccc(C(F)(F)F)c3)s2)no1,3%,8%[10 µM],?,-7%,-6%[9.22 µM],nt,7%
NC(=O)c1sc2nc3c(c(-c4ccco4)c2c1N)CCCC3,3%,nt,3%,nt,-37%[9.22 µM],nt,6%
Cc1ccn2c(C=O)c(-c3ccc(F)cc3)c(C=O)c2c1,nt,-37%[inhibitor],4%,-13%,-20%,nt,-10%
O=C(NNC(=O)c1cc([N+](=O)[O-])ccc1Cl)c1cccs1,-11%,30%[10 µM],13%,0%,-9%,-17%,4%
O=C(OCc1nnc(-c2ccccc2)o1)C12CC3CC(CC(Br)(C3)C1)C2,-10%,-3%[10 µM],0%,-6%,9%,?,?
O=C(c1cnccn1)N1CCN(c2ccccc2)CC1,-3%,-6%,-3%,2%,10%,3%[0.0737 µM],2%
COc1ccccc1NC(=O)c1ccc(NC(=O)Cc2n[nH]c(=O)c3ccccc23)cc1,-1%,-13%[10 µM],5%,?,6%[9.22 µM],4%[46 µM],0%
N#Cc1ccc(C(=O)NC2CCCc3ccccc32)cc1 (stereo not drawn),2%,0%[10 µM],6%,6%,9%,?,6%
c1cncc(-c2nc(NCc3cccs3)c3ccccc3n2)c1,-18%&1%,-10%,-19%,-5%,-4%,1%,6%
O=C(Nc1ccc(Cl)cc1)[C@@H]1[C@@H]2C(=O)N(c3ccc(Cl)cc3)C(=O)[C@@H]2[C@H]2C=CC=NN21,-14%,1%,1%,-13%,9%,-4%,-10%
O=C(COc1ccc(/C=N/NS(=O)(=O)c2ccccc2)cc1)N1CCOCC1,1%,18%,1%,?,-3%,nt,-9%
CCN(CCn1cccn1)C(=O)c1cc(COc2ccc(F)cc2Cl)on1,-8%,nt,3%,1%,nt,2%[46 µM],7%
Cc1cc(C(=O)OCC(=O)N2c3ccccc3CC2C)c(C)o1 (stereo not drawn),3%,5%[10 µM],4%,?,-3%,4%,2%
CCN(CC)C(=O)C(C)OC(=O)c1ccc(O)cc1 (stereo not drawn),-3%,15%,3%,5%,-3%,2%,8%
Cc1ccc(N(Cc2cc(=O)[nH]c3ccccc23)C(=O)C(C)C)cc1,-5%,-13%[10 µM],-1%,nt,5%[9.22 µM],nt,7%
COCCNC(=O)c1nc2c(nnn2Cc2cc(C)ccc2C)c(=O)[nH]1,-11%,13%[1.9 µM],0%,3%,-2%,-3%,4%
NS(=O)(=O)c1ccc(N=Cc2ccc(Br)s2)cc1,-11%,nt,5%,-2%,19%,-5%,1%
CCN(CC)c1ccc(/C=N/NC(=O)OC(C)(C)C)cc1,-4%,17%[10 µM],-1%,nt,7%[9.22 µM],nt,-6%
CC1=C(C/C=C(\C)CCCC(C)CCCC(C)CCCC(C)C)C(=O)c2ccccc2C1=O (stereo not drawn),10%,-51%[inhibitor],nt,nt,9%,-10%,-6%
CCOC(=O)C1=C(O)/C(=C/c2cn(CC(=O)N3CCCC3)c3ccccc23)SC1=Nc1ccccc1,1%,0%[10 µM],2%,-1%,-23%,-7%,2%
Cc1ccc(NC2(C#N)C(=O)Nc3ccccc32)cc1C (stereo not drawn),7%,-36%[inhibitor],-4%,-1%,-12%,12%[46 µM],4%
COc1ccc(OC)c(N2C(N)=C(C#N)C(c3ccc(OC)c(O)c3)C3=C2CC(C)(C)CC3=O)c1 (stereo not drawn),4%,27%[10 µM],?,nt,-7%[9.22 µM],nt,5%
CCOC(=O)CC(NC(=O)C(CC)c1ccccc1)c1ccccc1Cl (stereo not drawn),-14%,20%[10 µM],11%,-2%,13%,0%,16%
COc1ccc(OCCSCc2nnc(NC(=O)Nc3ccc(Cl)cc3)s2)cc1,2%,nt,7%,-1%,17%,-3%,-2%
Oc1ccc(Br)cc1/C=N/Nc1nc(N2CCCCC2)nc(N2CCOCC2)n1,-13%,19%[10 µM],15%,-11%,5%[9.22 µM],11%[46 µM],0%
Cc1cnn(-c2cc(N/N=C/c3ccccc3F)ncn2)c1,2%,-39%[inhibitor],4%,-11%,-12%,4%,-4%
CCOc1cc2[nH]c(=O)n(CCCCC(=O)NC3CCCCCC3)c(=O)c2cc1OCC,-4%,8%,-5%,-1%,16%,-7%,-1%
Cc1ccc(CSCCNC(=O)/C=C/c2ccc(Cl)cc2)cc1,-2%,-28%,-16%,-4%,4%,?,0%
COC(=O)CCSCc1cn2cc(Cl)ccc2n1,3%,-2%[10 µM],-7%,1%,-12%,-7%,1%
O=C(Cc1cccs1)Nc1ccccc1-c1nc2ccccc2[nH]1,-7%,-19%[10 µM],-3%,nt,-16%[9.22 µM],nt,0%
Cc1cccc(C)c1NC(=O)C/C(N)=N/O,5%,-4%,-4%,-9%,-4%,10%,4%
N#CC1=C(SCC(=O)c2ccccc2)NC2=C(C(=O)CCC2)C1c1ccco1 (stereo not drawn),-5%,-111%[inhibitor],-17%,?,11µM*,6%,3%
CC(C)COC(=O)N1CCCC1C(=O)O (stereo not drawn),-7%,12%[10 µM],-4%,2%,2%,-6%,2%
Cn1ccnc1C1CCCCN1Cc1nc(Cc2ccccc2F)no1 (stereo not drawn),0%,-1%,4%,-2%,-16%,nt,-2%
CCS(=O)(=O)NCC(c1cccnc1)N1CCN(c2ccccc2F)CC1 (stereo not drawn),-6%,-10%,10%,2%,-5%,6%,1%
COCCn1c(-c2ccc(OC)cc2)cnc1N,-6%,6%[10 µM],4%,3%,10%,1%,-2%
CCOc1ccccc1NC(=O)N1CCN(S(C)(=O)=O)CC1,-1%,9%[10 µM],1%,5%,-9%[9.22 µM],7%[46 µM],3%
O=C(COCc1ccccc1)N[C@@H](Cc1ccc(O)cc1)C(=O)O,5%,14%[10 µM],6%,nt,28%[9.22 µM],nt,2%
CCOc1ccc(OCC)c(NC(=O)C2CCN(c3ncccn3)CC2)c1,-11%,12%,0%,-9%,-9%,0%,-1%
Cc1ccc(Nc2c(-c3ccccc3)nc3cnccn23)cc1,-2%,-37%[inhibitor],?,-16%,-2%,?,0%
